Source: PubChem (several laboratories)
Fibroblast inh – antiproliferative effect on LL 47 fibroblasts – human, LL 47 cells, CellTiter-Glo luminescence, primary screen; LL 47 human lung fibroblast viability, ATP luminescence; stronger effect = lower value; viability, % at 10 µM; 85,000 tested, 1.1% active;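 active = viability at or below 50% in the single dose screen; inactive = viability above 50%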;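 also: compound exposure lasted 72 h before the ATP readout; 100% = median luminescence of untreated cell-only wells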
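Material: human LL 47 lung fibroblast cells; quantity: 1,150 cells/well; medium: IMEM plus 15% FBS; doses: 0.1% DMSO in all compound wells; timing: overnight attachment after seeding, then 72 h compound exposure at 37 °C; detection: CellTiter-Glo luminescence; measure: % viability of median cell-only signal; controls: cell-only wells, no compound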
HUVEC prolif 384 – inhibitors of HUVEC proliferation, primary screen, cell-based, 384-well | viability, % at 10 µM (by protocol) | CellTiter-Glo luminescence, 72 h; stronger effect = lower value | 86,000 tested, 1.1% active;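 active = viability at or below 30%; inactive = viability above 30%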;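 also: 100% = median luminescence of DMSO-only cell control wells on each plate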
H69AR growth 86K – proliferation blockers of H69AR lung cancer cells, primary screen, cell-based, human, 86K library. H69AR lung tumor viability, ATP luminescence, 72 h; stronger effect = lower value. viability, % at 10 µM. 85,000 tested, 6% active;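 active = viability at or below 40%; inactive = viability above 40%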;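 also: multidrug resistant small cell line overexpressing MRP-1 efflux transporter; 100% = mean luminescence of untreated control wells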
ERb coact inh – inhibitors of ERβ-SRC1 coactivator interaction, primary screen, biochemical, TR-FRET, ERβ LBD, SRC-1 peptide; AID 633, 2007; Estrogen receptor beta (Homo sapiens), Q92731; 86,000 tested, 1.3% active; inhibition, % at 25.6 µM; TR-FRET ER-beta LBD / SRC1-Cy5 peptide binding; receptor agonist-loaded with 1 µM estradiol;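 active = compounds whose percent inhibition of the receptor-coactivator binding signal exceeds about 50% in the single-dose screen, limit read from the data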;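 also: 0% = receptor plus peptide wells without compound and 100% = peptide-only wells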
Target sequence (Q92731 whole entry, looked up, the tested form may be a part): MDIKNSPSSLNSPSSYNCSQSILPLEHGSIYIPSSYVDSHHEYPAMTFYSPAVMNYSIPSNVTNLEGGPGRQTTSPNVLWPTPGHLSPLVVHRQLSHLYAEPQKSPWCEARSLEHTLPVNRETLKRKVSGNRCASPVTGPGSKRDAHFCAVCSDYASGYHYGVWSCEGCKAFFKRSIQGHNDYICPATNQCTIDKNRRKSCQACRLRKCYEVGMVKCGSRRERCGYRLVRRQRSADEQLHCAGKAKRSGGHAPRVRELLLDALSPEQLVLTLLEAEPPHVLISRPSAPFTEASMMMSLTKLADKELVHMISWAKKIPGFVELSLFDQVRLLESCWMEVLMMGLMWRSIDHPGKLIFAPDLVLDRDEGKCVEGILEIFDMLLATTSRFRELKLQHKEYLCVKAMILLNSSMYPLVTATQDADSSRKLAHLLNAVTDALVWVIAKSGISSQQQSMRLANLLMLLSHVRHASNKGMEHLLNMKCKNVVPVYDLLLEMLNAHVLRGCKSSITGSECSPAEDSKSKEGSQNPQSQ
CD11b adhes enh – enhancers of CD11b/CD18 adhesion to fibrinogen, primary screen, K562 cells, luminescence; 93,000 tested, 0.07% active; ATPlite luminescence; activation, % at 10 µM; Integrin beta-2 (Homo sapiens) + Integrin alpha-M (Homo sapiens), P05107+P11215; AID 1499, 2009;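 active = 10 µM primary screen giving 50% or more activity, confirmed by 40% or more on retest at that dose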; also: strong numbers were not always called active
MT1-MMP txn act – MT1-MMP promoter reporter activation – cell-based, luciferase luminescence, primary screen | 86,000 tested, 0.16% active | activation factor at 10 µM | HT1080 MT1-MMP promoter luciferase reporter, overnight; stronger effect = higher value;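 active = activation factor of at least 2 for MT1-MMP transcription at 10 µM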
ERa SRC1 pot – enhancers of ERα–SRC-1 coactivator binding, primary screen, biochemical, TR-FRET, ERα LBD, low estradiol. Estrogen receptor (Homo sapiens), P03372. TR-FRET ERalpha-LBD/SRC-Cy5 coactivator binding, 2 h; 100 = basal binding, no effect. coactivator binding (% of control), % at 25.6 µM. 86,000 tested, 1.3% active; in the data active = activity above about 200%;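 also: binding measured in presence of low estradiol as agonist stimulus; 0% = peptide alone without receptor and 100% = receptor with peptide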
Smad3 FoxH1 inh – Smad3/FoxH1 peptide binding inhibitors, primary screen, biochemical, TR-FRET. Mothers against decapentaplegic homolog 3 (Homo sapiens), P84022. TR-FRET Smad3/Dy647-FoxH1 peptide binding, europium anti-His. inhibition, % at 25 µM. 88,000 tested, 0.29% active. AID 630, 2007;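 active = compounds that reduce the energy-transfer binding signal between the protein and its labelled peptide by more than half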;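 also: 0% = Smad3 plus labelled peptide maximal FRET and 100% = peptide-only background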
Target sequence (P84022 whole entry, looked up): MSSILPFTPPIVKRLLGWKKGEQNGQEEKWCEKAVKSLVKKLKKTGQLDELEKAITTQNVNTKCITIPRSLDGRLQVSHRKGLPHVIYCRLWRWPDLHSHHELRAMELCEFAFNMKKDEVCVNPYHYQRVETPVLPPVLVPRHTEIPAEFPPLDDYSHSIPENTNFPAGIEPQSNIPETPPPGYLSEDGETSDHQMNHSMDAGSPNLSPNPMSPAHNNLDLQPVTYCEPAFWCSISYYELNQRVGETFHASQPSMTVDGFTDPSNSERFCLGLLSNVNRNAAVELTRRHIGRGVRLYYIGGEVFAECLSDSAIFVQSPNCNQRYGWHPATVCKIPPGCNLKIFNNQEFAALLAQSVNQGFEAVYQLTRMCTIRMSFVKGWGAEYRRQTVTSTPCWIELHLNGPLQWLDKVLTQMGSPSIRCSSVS
ERa SRC1 inh – ERα–SRC-1 coactivator interaction inhibitors, primary screen, biochemical, TR-FRET, ERα LBD, estradiol-bound | TR-FRET ER-alpha LBD / SRC-1 peptide | Estrogen receptor (Homo sapiens), P03372 | inhibition, % at 25.6 µM | 86,000 tested, 1.7% active; in the data active = inhibition above about 50%;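 also: 0% = receptor plus peptide control and 100% = peptide only without receptor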
Starred values were filed as active, the others as inactive; x = no result given; [ ] = remark or other dose. A portion of the library; count on the stated rates, not on these rows.

Order of results: Fibroblast inh	HUVEC prolif 384	H69AR growth 86K	ERb coact inh	CD11b adhes enh	MT1-MMP txn act	ERa SRC1 pot	Smad3 FoxH1 inh	ERa SRC1 inh
CC(C)CN(CC(C)C)S(=O)(=O)N1CCC(C(=O)NCc2ccc(F)cc2)CC1
→ 93	100	96	5	-1	1.2	106	-8	8
Cc1ccccc1NS(=O)(=O)c1ccc(C)c(C(N)=O)c1
→ 108	95	99	2	0	1	95	1	4
COc1ccc(CCn2c(N3CCOCC3)nc3c2c(=O)[nH]c(=O)n3C)cc1
→ 92	89	25*	-3	0	1.2	115	4	-2
Cc1c(C(=O)OC(C)C)[nH]c2c1C(=O)CCC2
→ 100	99	103	-25	19	1.2	110[fluorescence artefact?]	-10	-26
Cc1ccc(-c2cc(C(F)(F)F)n3ncc(C(=O)O)c3n2)cc1
→ 104	111	90	-21[fluorescence artefact?]	x	1.1	125	1	-2
COc1ccc(N(C(=O)c2ccco2)C(C(=O)NC2CCCCC2)c2ccccc2)cc1 (centres undefined)
→ 91	104	86	10	x	1.3	99	-8	6
COc1ccc(S(=O)(=O)N2CCN(C(=O)COc3ccc4c(C)cc(=O)oc4c3)CC2)cc1
→ 101	96	88	4	-8	1.1	92	-13	-1
O=C(COc1ccccc1)N1CCN(C(=O)c2cccc(F)c2)CC1
→ 99	109	100	4	0	1	104[fluorescence artefact?]	-3	4
CCCN(CCC)C1CC(=O)N(Cc2ccccc2)C1=O (centres undefined)
→ 99	92	91	6	-1	1.1	122	5	-2
COC(=O)c1cc(NC(=O)C2C3C=CC(C3)C2C(=O)O)cc(C(=O)OC)c1 (centres undefined)
→ 100	96	95	-4	-1	1.3	105	6	12
Cc1[nH]c2ccccc2c1C(O)CN1CCN(c2cccc(C(F)(F)F)c2)CC1 (centres undefined)
→ 43*	2.4*	1.3*	-1	-8	1.1	92	1	12
CCn1nnc(-c2ccccc2NC(=O)c2cc(OC)cc(OC)c2)n1
→ 93	94	72	-2[fluorescence artefact?]	-8	1	126	-6	-1
CNC(=O)c1cccc(N2CCCC2=O)c1
→ 93	90	92	-1[fluorescence artefact?]	1	x	109	1	-6
CC(NC(=O)Cn1nc(C(F)(F)F)c2c1CCC2)c1ccccc1 (centres undefined)
→ 101	101	105	-7[fluorescence artefact?]	4	x	109	11	1[fluorescence artefact?]
O=C(c1cc(-c2ccccc2O)on1)N1CCCC1
→ 96	99	86	0	0	1.4	120	0	-5
Cc1onc(-c2ccccc2)c1C(=O)NCc1ccccn1
→ 101	92	82	10	2	1.3	110	6	-1
Cn1c(=O)c2c(ncn2CC(=O)OCc2ccccc2)n(C)c1=O
→ 91	98	96	-6	0	1.2	112	-5	-5
Fc1cc(F)c(F)c(SCCc2ccncc2)c1F
→ 99	93	74	0	-2	x	77	-2	-3
COc1ccc(CCNS(=O)(=O)c2ccccc2)cc1OC
→ 100	91	91	13	-3	1.1	97[fluorescence artefact?]	1	6
Cn1c(=O)c2c(ncn2CC(=O)NCc2cccnc2)n(C)c1=O
→ 102	91	93	-3[fluorescence artefact?]	2	1.2	125[fluorescence artefact?]	7	5[fluorescence artefact?]
CC(=O)c1cccc(NC(=O)N2CCCC2C(=O)NCCc2ccccc2)c1 (centres undefined)
→ 95	109	92	-8	-6	x	103	0	1
CCC(C)N=CC1=C(O)C(C(=O)OC)C(C)(C)CC1=O (centres undefined)
→ 97	101	89	-2	x	1	90	5	6
CCCCCCOC(=O)NCC(O)c1ccccc1 (centres undefined)
→ 96	93	96	6[fluorescence artefact?]	1	1.1	121	0	5
CCOc1ccc(S(=O)(=O)Nc2ccc(Cl)cn2)c(C)c1C
→ 106	99	95	-1	0	1.2	104	3	2
CC(C)C(OC(=O)c1ccco1)C(=O)NCc1ccco1 (centres undefined)
→ 91	98	80	5	3	1	94	1	7
CCOC(=O)C(C(=O)NCC1CCCO1)C1CCCCC1 (centres undefined)
→ 90	98	93	-15	x	1.2	108	7	-21
COc1ccccc1NC(=O)c1ccc(COc2ccccc2OC)o1
→ 100	106	86	-7	-5	1.1	120[fluorescence artefact?]	-1	-6
CC(c1cccnc1)N(CCN(C)C)C(=O)Nc1ccc(Cl)c(Cl)c1 (centres undefined)
→ 101	110	80	2	x	1.1	89	1	-1
O=C1CN(C(=O)COc2ccccc2)CCN1
→ 102	103	91	0	x	1	85	-5	1
O=C(NC1CCN(Cc2ccccc2)CC1)C1CCN(c2nnc(-n3cccc3)s2)CC1
→ 93	103	89	16[fluorescence artefact?]	-4	1	0	-3	54*[fluorescence artefact?]
CCOc1ccccc1CNCCO
→ 103	106	91	8	x	1	103	0	0
Cc1ccc(S(=O)(=O)N2CCN(C(=O)CSc3nnc(C)c(=O)[nH]3)CC2)cc1
→ x	97	79	0	0	1.1	111	3	-3
CC(=O)c1cc2c(cc1NC(=O)CN1CCOCC1)OCO2
→ 100	102	89	-12	1	1.1	117	8	-12
O=C(NCCC1=CCCCC1)C1CC(=O)N(C2CCCCCC2)C1 (centres undefined)
→ 95	93	97	8	15	1.1	92	0	3
CC(=C1C2C=CC1C1C(=O)NC(=O)C21)c1ccccc1 (centres undefined)
→ 97	103	81	4	1	1	107	-1	-36
Nc1nonc1NC(=O)CSc1nc2ccccc2s1
→ 98	95	95	5	1	1.3	99	-4	-9
COC(=O)Cn1cnc2c(nnn2-c2ccc(C)cc2)c1=O
→ 103	96	94	3	4	1.1	112	-9	-5
CC1CN(S(=O)(=O)c2ccccc2)C(C)CN1S(=O)(=O)c1ccccc1 (centres undefined)
→ 94	101	101	1	x	1.3	102	-1	-2
CC(=O)N1CCC2(CC1)C(C#N)=C(N)Oc1n[nH]c(C(F)(F)F)c12
→ 101	101	97	-9	x	1.1	120	10	-12
O=C(CSc1nc2ccccc2c(=O)n1Cc1ccco1)NCc1ccccc1
→ 97	105	93	-1	x	1.1	114	-1	10[fluorescence artefact?]

Record cards, from the list above:
`CCCCCCOC(=O)NCC(O)c1ccccc1` (centres undefined) as listed: Fibroblast inh = 96; HUVEC prolif 384 = 93; H69AR growth 86K = 96; ERb coact inh = 6[fluorescence artefact?]; CD11b adhes enh = 1; MT1-MMP txn act = 1.1; ERa SRC1 pot = 121; Smad3 FoxH1 inh = 0; ERa SRC1 inh = 5
`O=C(CSc1nc2ccccc2c(=O)n1Cc1ccco1)NCc1ccccc1` as listed: Fibroblast inh = 97; HUVEC prolif 384 = 105; H69AR growth 86K = 93; ERb coact inh = -1; CD11b adhes enh = x; MT1-MMP txn act = 1.1; ERa SRC1 pot = 114; Smad3 FoxH1 inh = -1; ERa SRC1 inh = 10[fluorescence artefact?]

(list continues)
Order of results: Fibroblast inh	HUVEC prolif 384	H69AR growth 86K	ERb coact inh	CD11b adhes enh	MT1-MMP txn act	ERa SRC1 pot	Smad3 FoxH1 inh	ERa SRC1 inh
Cc1nnc(NC2=NCCCCC2)o1
→ 105	106	101	2	-2	1.2	98	-11	-1
Clc1ccccc1-c1ccc(CN2CCN(c3ccccc3)CC2)o1
→ 98	112	93	7	-2	1.1	94	10	-5
CC1CCCN(c2nc3c(c(=O)[nH]c(=O)n3C)n2CCSc2nc3ccccc3o2)C1 (centres undefined)
→ 85	81	69	7	-2	1.1	84[fluorescence artefact?]	-2	6
O=C(c1ccc2c3c(cccc13)CC2)N1CCOCC1
→ 95	103	103	16	-5	1.1	115[fluorescence artefact?]	6	-1
Cc1ccc(CS(=O)(=O)CCC(=O)NCCC(C)C)cc1
→ 111	107	100	8	-7	1	119[fluorescence artefact?]	-1	5
O=C(Nc1ccc2c(c1)OCCO2)c1cc(-n2cnnc2)ccc1Cl
→ 106	92	88	7[fluorescence artefact?]	-1	1.3	110	13	-10
CSCC[C@H](NC(=O)NCc1cccs1)C(=O)O
→ 104	91	96	-1[fluorescence artefact?]	-1	1	164	2	5
CCN(CC)S(=O)(=O)c1ccc(C(=O)NCc2ccc(C)cc2)cc1
→ 106	107	89	62*	-3	1	105	-10	-8
O=C1CC(c2ccc(Cl)cc2)n2nc(N3C(=O)CCC3=O)nc2N1 (centres undefined)
→ 101	86	105	8[fluorescence artefact?]	0	1.1	103	15	10
CC1(C)CC(=O)C2=C(C1)OC(N)=C(C#N)C2c1ccc(OC(=O)N2CCOCC2)cc1 (centres undefined)
→ 99	90	81	-5	-2	1.1	114	0	-7
O=C(NCc1ccccc1)c1ccc2nccnc2c1
→ 101	96	101	1[fluorescence artefact?]	5	1.1	90[fluorescence artefact?]	-1	16[fluorescence artefact?]
Cc1cc(NC(=O)c2sccc2C)n(-c2cccc(Cl)c2)n1
→ 101	94	87	13	-1	1.1	75	4	12
Cc1ccc(-c2nc3cc(Cl)ccc3o2)cc1
→ 98	88	54	-10	-6	x	130	-3	-3
c1ccc(-n2nnnc2Oc2ccc(-n3ccnc3)cc2)cc1
→ 108	110	91	-3	2	1.1	114	4	-11
O=C(NCc1ccccn1)/C(=N/O)c1ccccc1
→ 93	95	x	-3	0	1.4	116	6	-7
Cc1ccc(-n2ncc3c(=O)n(CC(=O)NC4CCCCC4)cnc32)cc1
→ 96	91	111	10	-5	1.1	97	3	13
CCC1CCCCN1CCNC(=O)CNS(=O)(=O)c1ccc2nc(C)sc2c1 (centres undefined)
→ 103	99	66	-6[fluorescence artefact?]	2	1.1	92	-21	2
COc1ccc(C)cc1S(=O)(=O)Nc1cc(Cl)ccc1Cl
→ 100	97	83	23	x	1.3	105	1	-2
CCCS(=O)(=O)N1CCC(C(=O)NC2CCC(C)CC2)CC1 (centres undefined)
→ 98	101	111	-4	0	1.6	106	3	-2
CCNC(=O)CN(c1ccc(C)cc1)S(=O)(=O)c1ccc(SC)cc1
→ 90	88	76	10[fluorescence artefact?]	6	x	87	10	35
